SENP1 FRET inh: blocks the human SENP1 SUMO protease catalytic domain. Q9P0U3. recombinant SENP1 catalytic domain, CyPet-SUMO1-YPet FRET cleavage. inhibition, % at 10 µM. actives 0.21% (n = 360,000). AID 624204;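 active = inhibition at least 30% at 10 µM, raw YFP signal under a set limit, fluorescence ratio 0.5 to 1.5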;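 note: 0% = enzyme with DMSO and 100% = no enzyme wells; some results filed as inactive read as strong as hits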
Target sequence (Q9P0U3 419-644 limits assumed): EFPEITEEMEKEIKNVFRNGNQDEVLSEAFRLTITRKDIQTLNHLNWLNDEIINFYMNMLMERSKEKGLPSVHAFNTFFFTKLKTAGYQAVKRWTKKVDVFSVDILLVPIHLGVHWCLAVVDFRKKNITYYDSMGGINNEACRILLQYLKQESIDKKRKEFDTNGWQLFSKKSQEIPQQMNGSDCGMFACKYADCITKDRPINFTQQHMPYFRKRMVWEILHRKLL
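Test system: recombinant human SENP1 catalytic domain, His6-tagged / Medium: pH 8 Tris buffer with EDTA, NaCl, BME, BSA, NP40, catalase / Also added: SUMO1 FRET substrate flanked by Cypet and Ypet, 25 nM / Times: 50 min reaction at room temperature / Signal: FRET, CFP and YFP emission / Control set: no-enzyme low control and enzyme-plus-DMSO high control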
SENP6 inh: SENP6 protease inhibition. inhibition, % at 10 µM. actives 1.8% (n = 330,000). Recombinant SENP6 catalytic domain, aminoluciferin luminescence. Q9GZR1;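 active = inhibition above about 50% at the single tested dose, limit read from the data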;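 note: plate controls were DMSO wells with enzyme for no effect and DMSO wells lacking enzyme for full effect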
MIN6 prolif: induces beta-cell replication in MIN6 cells. actives 0.29% (n = 330,000). MIN6 cells proliferation, ATPlite luminescence, 48 h; cells starved in 0.2% serum; 100% = growth in 10% serum. proliferation, % at 10 µM;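 active = compounds whose signal lies at least 3.5 SD above the mean of all wells on their plate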;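 note: 0% = DMSO-treated cells in low-serum medium and 100% = 10% serum control; some compounds called inactive have numbers as strong as hits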
SENP8 block-1: inhibitors of human SENP8 protease. Q96LD8. actives 1.2% (n = 330,000). purified SENP8, Z-RLRGG-aminoluciferin cleavage, luminescence. inhibition, % at 10 µM. AID 2540; in the data active = inhibition above about 50%
Target sequence (Q96LD8 whole entry, looked up): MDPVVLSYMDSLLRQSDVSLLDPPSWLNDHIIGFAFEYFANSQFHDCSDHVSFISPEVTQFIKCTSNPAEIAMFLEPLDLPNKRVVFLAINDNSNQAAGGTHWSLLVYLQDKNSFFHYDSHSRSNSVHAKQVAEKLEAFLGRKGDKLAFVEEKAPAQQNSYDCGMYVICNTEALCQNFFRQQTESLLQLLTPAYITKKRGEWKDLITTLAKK
PfG6PD inh: PfG6PD (Plasmodium falciparum) enzyme inhibition | inhibition, % at 20 µM | actives 0.78% (n = 350,000) | PfGluPho enzyme, NADPH resazurin-diaphorase fluorescence;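 active = inhibition reaching at least a set limit at 20 µM in the primary screen, cut at about 59% in these data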;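 note: 0% = DMSO wells with substrate and 100% = DMSO wells lacking glucose-6-phosphate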
SENP7 inh: inhibitors of human SENP7 protease; Q9BQF6; recombinant SENP7, Z-RLRGG-aminoluciferin luminescence, 40 min; inhibition, % at 5 µM; actives 1.5% (n = 330,000); AID 434973;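 active = inhibition above about 50% at the single test dose, limit read from the data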;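 note: plate controls were DMSO with enzyme for no effect and no enzyme buffer wells for full effect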
Target sequence (Q9BQF6 706-1050 limits assumed): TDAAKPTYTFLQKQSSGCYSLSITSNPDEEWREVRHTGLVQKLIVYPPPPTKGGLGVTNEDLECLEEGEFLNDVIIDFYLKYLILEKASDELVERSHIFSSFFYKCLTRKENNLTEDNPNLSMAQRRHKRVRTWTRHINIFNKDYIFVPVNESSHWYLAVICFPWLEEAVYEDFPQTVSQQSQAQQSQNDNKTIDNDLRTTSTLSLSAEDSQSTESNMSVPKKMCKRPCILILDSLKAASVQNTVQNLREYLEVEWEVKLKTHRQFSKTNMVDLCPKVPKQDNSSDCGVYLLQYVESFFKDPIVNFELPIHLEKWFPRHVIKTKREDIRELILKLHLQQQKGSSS
UBC13 inh: inhibitors of human UBC13 polyubiquitin chain formation. P61088. TR-FRET. inhibition, % at 20 µM. actives 0.47% (n = 330,000); in the data active = inhibition above about 45%, passing the limit was not always enough
Target sequence (P61088 whole entry, looked up): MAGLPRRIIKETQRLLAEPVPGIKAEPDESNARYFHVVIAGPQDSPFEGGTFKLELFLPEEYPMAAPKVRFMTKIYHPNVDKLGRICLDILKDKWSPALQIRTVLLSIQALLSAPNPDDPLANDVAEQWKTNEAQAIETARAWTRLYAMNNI
SENP8 block-2: blocks human SENP8 cleavage of Nedd8 substrate | recombinant SENP8, Nedd8 substrate fluorescence | inhibition, % at 20 µM | actives 0.64% (n = 360,000) | AID 602440; in the data active = inhibition mostly above about 40%, no sharp cut-off; inactive = mostly below about 27%
HKDC1 inhibitor: inhibitors of human hexokinase HKDC1; inhibition, % at 20 µM; recombinant HKDC1, G6PDH/diaphorase resazurin coupled fluorescence; Q2TB90; actives 0.16% (n = 340,000);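 active = inhibition above about 35% when tested at 20 µM, limit read from the data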;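 note: plate controls were DMSO wells with enzyme for no effect and DMSO wells lacking enzyme for full effect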
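Incubation: 90 min at room temperature in dark / Material: recombinant HKDC1 (HK5) hexokinase enzyme, produced in-house / Quantity: enzyme 5 µg/mL final / Compound: one dose of 20 µM, 1% DMSO / Reagent: glucose and ATP substrates / Buffer or medium: Tris pH 8.0 buffer with MgCl2, Tween-20, BSA, BME / Technique: resorufin fluorescence at 613 nm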
Starred values were filed as active, the others as inactive; nt = no result given. Outcome played no part in choosing rows, and some 4% of all compounds hit somewhere here.

#	compound	SENP1 FRET inh	SENP6 inh	MIN6 prolif	SENP8 block-1	PfG6PD inh
1	Cc1ccc(OCC(=O)c2cc(C)n(Cc3cccs3)c2C)c([N+](=O)[O-])n1	-7	13	-6	-11	4
2	COc1ccc(C(C(=O)NC2CCCC2)N(C(=O)Cc2cccs2)C2CC2)cc1OC (stereo not drawn)	0	-8	0	1	5
3	CCCc1nc2ccc(NC(=O)c3ccco3)cc2c(=O)n1Cc1ccccc1Cl	-3	0	-1	-7	16
4	CCOC(=O)CNC(=O)c1cnc(Nc2ccccc2OC)c2ccccc12	1	2	0	5	16
5	COc1cccc(N(C(=O)c2snc(C(N)=O)c2N)C(C(=O)NCC2CCCO2)c2c[nH]c3ccccc23)c1 (stereo not drawn)	-8	-16	6	-1	4
6	CCCCNC(=O)c1ccccc1Cl	0	5	-3	-11	1
7	CC(=O)c1sc2nc(C)cc(C)c2c1N	-37	1	1	-1	25
8	COC(=O)c1cccc(NC(=O)CCNC(=O)c2ccc([N+](=O)[O-])cc2)c1	1	0	0	1	-2
9	Oc1ccc(N2CCN(C(c3cccnc3)c3nnnn3Cc3ccccc3)CC2)cc1 (stereo not drawn)	2	-6	-3	1	55
10	COc1ccc(C(=O)CSc2nc3ccccc3n2CC(=O)c2ccccc2)cc1	0	10	-1	2	-5
11	CCOC(=O)C1=C(C)NC(=O)NC1c1ccc(OC)c(CN2CCOCC2)c1 (stereo not drawn)	1	-5	-1	-1	-3
12	CCn1c(=O)c([N+](=O)[O-])c(NCc2ccco2)c2ccccc21	-1	-11	4	-4	6
13	CC(C(=O)Nc1ccc(OCc2ccccc2)cc1)N1CCCC1 (stereo not drawn)	3	-6	-4	-16	-4
14	COc1ccc(-c2cc(C(F)(F)F)n3nc(C(=O)N4CCN(C(=O)c5ccco5)CC4)cc3n2)cc1	-79	3	-1	6	0
15	Cc1ccccc1N1CCN(c2ccc(NC(=O)C3CCCCC3C(=O)O)cc2)CC1 (stereo not drawn)	7	-1	0	4	-10

#	SENP7 inh	UBC13 inh	SENP8 block-2	HKDC1 inhibitor
1	-9	-7	8	6
2	2	4	21	4
3	-11	0	-27	16
4	-1	4	-80	-6
5	-4	60*	-304	-4
6	-4	-3	20	-4
7	3	-11	-256	9
8	2	4	13	-9
9	-2	-2	14	6
10	3	2	14	-13
11	-6	5	24	-1
12	4	0	-55	-2
13	-6	-5	21	-3
14	5	7	-414	-3
15	9	-18	9	-4

Part of the list above, as a markdown table:
| No. | molecule | SENP1 FRET inh | SENP6 inh | MIN6 prolif | SENP8 block-1 | PfG6PD inh | SENP7 inh | UBC13 inh | SENP8 block-2 | HKDC1 inhibitor |
| --- | --- | --- | --- | --- | --- | --- | --- | --- | --- | --- |
| 15 | Cc1ccccc1N1CCN(c2ccc(NC(=O)C3CCCCC3C(=O)O)cc2)CC1 (stereo not drawn) | 7 | -1 | 0 | 4 | -10 | 9 | -18 | 9 | -4 |
| 3 | CCCc1nc2ccc(NC(=O)c3ccco3)cc2c(=O)n1Cc1ccccc1Cl | -3 | 0 | -1 | -7 | 16 | -11 | 0 | -27 | 16 |
| 12 | CCn1c(=O)c([N+](=O)[O-])c(NCc2ccco2)c2ccccc21 | -1 | -11 | 4 | -4 | 6 | 4 | 0 | -55 | -2 |
| 11 | CCOC(=O)C1=C(C)NC(=O)NC1c1ccc(OC)c(CN2CCOCC2)c1 (stereo not drawn) | 1 | -5 | -1 | -1 | -3 | -6 | 5 | 24 | -1 |
| 8 | COC(=O)c1cccc(NC(=O)CCNC(=O)c2ccc([N+](=O)[O-])cc2)c1 | 1 | 0 | 0 | 1 | -2 | 2 | 4 | 13 | -9 |

Additional structures
#	compound	SENP1 FRET inh	SENP6 inh	MIN6 prolif	SENP8 block-1	PfG6PD inh
16	COc1ccc(C2/C(=C(/O)c3ccccc3)C(=O)C(=O)N2C)c(OC)c1 (stereo not drawn)	-1	4	1	3	-8
17	C=C[C@]1(C)C=C2CCC3[C@](C)(CCC[C@@]3(C)C(=O)O)C2CC1 (stereo partly drawn)	3	6	-2	6	-38
18	CCn1c(=O)c([N+](=O)[O-])c(NC2CCS(=O)(=O)C2)c2ccccc21 (stereo not drawn)	-1	-1	0	4	7
19	C=CCSC(=S)NC1CCS(=O)(=O)C1 (stereo not drawn)	3	0	0	-1	26
20	NC(=O)CSc1nnc(-c2cc(-c3ccc(Cl)cc3)nc3ccccc23)o1	-1	-12	0	4	-6
21	Cc1cc(Nc2ccc(C)c(C)c2)n2nc(C)nc2n1	1	-1	-3	7	2
22	CCCc1nnc(NC(=O)CN2CCN(C)CC2)s1	1	-21	-1	-12	7
23	Cc1cc(C)cc(C(=O)NN2CCOCC2)c1	3	-14	0	-13	-16
24	CCCCn1c(NCc2ccncc2)nc2ccccc21	1	-12	0	1	-16
25	CC(c1ccco1)N(C(=O)Nc1ccc(Cl)cc1)c1ccccn1 (stereo not drawn)	-1	-20	0	-4	-23
26	O=C(CCCC(=O)N1CCN(c2cccc(Cl)c2)CC1)c1ccccc1	0	3	-4	2	17
27	CCOc1ccc(N2C(=O)CC(N3CCN(C(=O)c4ccco4)CC3)C2=O)cc1 (stereo not drawn)	2	-2	-1	-8	-13
28	O=C(Cn1nnc(-c2ccccc2)n1)NCc1cccs1	0	6	-3	-3	-13
29	C#CCOCCOCCOCCNc1nc(N2CCN(C(=O)Cn3cc(CC(C)O)nn3)CC2)nc(N2CCN(C(=O)[C@H](C)n3cc(CCC(=O)O)nn3)CC2)n1 (stereo partly drawn)	3	nt	nt	nt	8
30	OCC[C@@H]1C[C@H](O)[C@@H](O)[C@@]2(CCCCO2)O1	3	-21	-4	-5	-2

#	SENP7 inh	UBC13 inh	SENP8 block-2	HKDC1 inhibitor
16	6	-19	21	1
17	8	-13	60*	5
18	-3	2	-5	-7
19	7	-6	12	-7
20	2	1	-352	15
21	5	9	7	-6
22	-1	-2	12	-2
23	-9	14	10	-6
24	8	-2	13	-1
25	6	1	26	-12
26	-2	15	0	-2
27	-5	-9	9	-3
28	-5	-3	1	11
29	nt	nt	11	-5
30	-2	-8	9	-3

Entries of single compounds as entered above.
C=C[C@]1(C)C=C2CCC3[C@](C)(CCC[C@@]3(C)C(=O)O)C2CC1 (stereo partly drawn) reads SENP1 FRET inh: 3; SENP6 inh: 6; MIN6 prolif: -2; SENP8 block-1: 6; PfG6PD inh: -38; SENP7 inh: 8; UBC13 inh: -13; SENP8 block-2: 60*; HKDC1 inhibitor: 5
CCCCn1c(NCc2ccncc2)nc2ccccc21 reads SENP1 FRET inh: 1; SENP6 inh: -12; MIN6 prolif: 0; SENP8 block-1: 1; PfG6PD inh: -16; SENP7 inh: 8; UBC13 inh: -2; SENP8 block-2: 13; HKDC1 inhibitor: -1

Following part:
#	compound	SENP1 FRET inh	SENP6 inh	MIN6 prolif	SENP8 block-1	PfG6PD inh
31	O=C(Cc1cccc(NC(=O)C2CCCN(C(=O)C3CCC3)C2)c1)Nc1ccc(C(=O)N2CCCCC2)cc1 (stereo not drawn)	-1	nt	nt	nt	-17
32	COc1ccc(NS(=O)(=O)c2cc(NC(=O)C3=NN(c4ccccc4)C(=O)CC3)ccc2C)cc1	1	nt	nt	nt	-2
33	O=C(COC(=O)/C=C/c1ccccc1)NCc1ccc2c(c1)OCO2	2	-6	-2	-1	11
34	Cc1cnc(C(=O)OCC(=O)Nc2cccc3ccccc23)cn1	-1	2	-4	8	-1
35	C=C(C)C(=O)Nc1ccc2c(c1)OCCOCCOCCO2	13	-12	1	9	14
36	O=C(CSc1nc2ccccc2c(=O)n1Cc1ccc(F)cc1)NCc1cccs1	1	-5	-1	5	-3
37	Cc1ccc(-c2csc3nc4c5ccccc5c(NCCCN(C)C)nn4c(=O)c23)cc1	-137	-7	-7	-2	2
38	CC(C)OC(=O)CSc1nnc(-c2ccc(Cl)cc2Cl)o1	0	-13	-2	-8	5
39	Cc1ccc(S(=O)(=O)N[C@H](C(=O)N2CCC(C(=O)N[C@H](C(=O)O)c3ccccc3)CC2)C(C)C)cc1	2	-7	-2	-6	-2
40	COC(=O)C(CC(=O)c1ccc(Cl)cc1)c1ccccc1 (stereo not drawn)	3	nt	nt	nt	-4
41	O=C(N/N=C/c1ccccc1)c1ccc(NC(=O)c2ccc(F)cc2)cc1	-1	-8	0	-4	10
42	O=C(COC(=O)c1c(Cl)cccc1Cl)NCc1cccs1	5	5	-3	1	5
43	CCCCCn1c(SCCc2ccccc2)nc2c1c(=O)[nH]c(=O)n2C	1	-24	1	-2	-6
44	CCOc1cc(C2NC(=O)NC(c3ccccc3)=C2C(C)=O)ccc1OCC(N)=O (stereo not drawn)	-6	-14	-1	1	-18
45	O=[N+]([O-])c1ccc(OCc2cn([C@@H](CO)c3ccccc3)nn2)c(Br)c1	1	5	-3	7	-12

#	SENP7 inh	UBC13 inh	SENP8 block-2	HKDC1 inhibitor
31	nt	nt	8	-4
32	nt	nt	3	0
33	0	9	23	-5
34	4	2	9	4
35	-5	-13	4	-4
36	-7	6	6	-10
37	-1	97*	-373	1
38	7	8	24	-2
39	7	-6	48*	-4
40	nt	nt	16	6
41	9	4	-12	-4
42	6	-4	4	-5
43	-4	-4	15	-4
44	6	6	-16	-5
45	4	7	11	1

Further structures follow:
#	compound	SENP1 FRET inh	SENP6 inh	MIN6 prolif	SENP8 block-1	PfG6PD inh
46	CC(=O)c1sc(Nc2nc3ccc(F)cc3s2)nc1C	-20	81*	-6	53*	7
47	CN(C)C=NC(=O)c1cc(C(=O)c2ccc(C(C)(C)C)cc2)c[nH]1	1	5	-5	2	-15
48	COC1c2ccccc2C(=O)N1Cc1ccc(F)cc1 (stereo not drawn)	0	-15	-1	-4	-17
49	COc1ccc(S(=O)(=O)N2CCOCC2)cc1NC(=O)CO/N=C/c1ccccc1OC(F)F	2	7	0	-2	12

#	SENP7 inh	UBC13 inh	SENP8 block-2	HKDC1 inhibitor
46	30	1	-307	7
47	11	4	-4	-3
48	4	6	11	2
49	5	5	-2	-8
